# Screens: PubChem, National Center for Advancing Translational Sciences (NCATS)
# D3 ag = activates the human D3 dopamine receptor; P35462; D3R DiscoveRx beta-arrestin cells, luminescence, 90 min; max activation, %; 0.58% of 410,000 active; AID 652048; in the data active means max activation above about 30%; further: 0% is about no effect; mostly tested at two doses, the higher about 12 µM
#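 Agonist-mode cell screen: cells plated at 1500/well and incubated overnight at 37 °C, then exposed to library compounds for 90 min at 37 °C. Detection reagent was added for 30–60 min at room temperature, and luminescence was read.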
# PTHR1 ag = activates the human parathyroid hormone receptor PTHR1. AID 743266. Q03431. Potency, µM (titrated, usually from 115 µM), for the others: at the highest dose activation, most hits filed as activators. HEK293 GP2 PTHR1 cells, GloSensor cAMP luminescence, 1 h. 0.075% of 410,000 active; further: potency means the concentration at half of the fitted maximal effect; nearly all actives have a fitted effect of over 55% in size; some results filed as inactive show a strong effect at the top dose; inactives centre near -15; many of its hits are not listed in these tables
# Target sequence (Q03431 whole entry, looked up): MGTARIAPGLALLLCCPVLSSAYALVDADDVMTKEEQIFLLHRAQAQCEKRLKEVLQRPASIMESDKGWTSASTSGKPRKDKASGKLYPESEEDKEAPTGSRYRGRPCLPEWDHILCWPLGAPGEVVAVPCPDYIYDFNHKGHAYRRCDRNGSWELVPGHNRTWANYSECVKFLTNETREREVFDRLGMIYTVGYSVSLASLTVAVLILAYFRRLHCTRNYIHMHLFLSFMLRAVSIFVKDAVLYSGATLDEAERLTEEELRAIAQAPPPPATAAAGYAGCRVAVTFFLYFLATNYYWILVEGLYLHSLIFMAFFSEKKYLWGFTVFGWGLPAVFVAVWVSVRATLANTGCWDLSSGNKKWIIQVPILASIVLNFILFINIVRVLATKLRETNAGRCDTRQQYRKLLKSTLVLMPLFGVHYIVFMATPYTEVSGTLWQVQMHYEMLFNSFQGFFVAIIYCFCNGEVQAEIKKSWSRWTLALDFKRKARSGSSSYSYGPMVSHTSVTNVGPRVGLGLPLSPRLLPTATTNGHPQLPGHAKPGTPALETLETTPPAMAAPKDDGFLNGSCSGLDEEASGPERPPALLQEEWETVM
#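 HEK-293-derived GP2 cells expressing PTHR1 and a GloSensor cAMP reporter, 3,000/well, plated overnight, given luciferin plus IBMX (each 0.5 mM as added) for 1 h at 37 °C, then compound for 1 h at 37 °C. Luminescence was read after 15 min at room temperature.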
# GLP1R cytotox = cytotoxic in the GLP-1 receptor inverse agonist counter-screen. Potency, µM (series often up to 38.3 µM), for inactives: at the highest dose activity change, negative = inhibition, actives largely listed as inhibitors. HEK293 cAMP-luciferase reporter cells, luminescence, 24 h. 0.13% of 410,000 active;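 further: loss of luciferase light is scored as toxicity; potency means the concentration at half of the fitted maximal effect; on the % scale 0 is the no-effect control and ±100 the full control effect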
#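 A 23 nL compound transfer followed 12 hours of cell culture at 37 deg C; exposure then lasted 24 hr. Luciferase assay detection reagent was dispensed and plates read for luminescence after a 12 min room-temperature wait.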
# aSyn yeast inh = alpha-synuclein toxicity inhibition in yeast | Yeast expressing alpha-synuclein, growth rescue, BacTiter-Glo, 24 h | Potency, µM (series often up to 46.1 µM), inactives show at the top dose growth rescue (activation), hits mostly activators | 0.14% of 370,000 active; further: potency means the concentration at half of the fitted maximal effect; % of control where 0% means no effect; nearly all actives have a fitted effect of over 65% in size
#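 Rescue of yeast growth: cells expressing toxic alpha-synuclein, induced in galactose at OD600 0.02, incubated with compound 24 h at 30 C. ATP luminescence quantified growth; inhibitors of toxicity appear as activators.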
# D3 antag = D3 dopamine receptor (human) antagonism; P35462; D3R cells, DiscoveRx beta-arrestin luminescence, antagonist mode; hits give low values; max response, negative = inhibition, %; 2.5% of 360,000 active; AID 652054; in the data active means max response below about -50%; inconclusive means no clear call, values can overlap the other calls; further: on the % scale 0 is the no-effect control and ±100 the full control effect; mostly tested at two doses, the higher about 12 µM
#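 Cells plated overnight at 1500 cells/well, then exposed to library compounds with dopamine controls for 90 minutes at 37 degrees C. DiscoveRx reagent added for 30–60 minutes at room temperature; luminescence read, quantitative HTS format.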
# KB-V1 MDR tox = KB-V1 MDR subline cytotoxicity; KB-V1 MDR cells viability, CellTiter-Glo, 72 h; Potency, µM (top dose mostly 46.1 µM), for the others: top-dose activity change, negative = cytotoxicity, hits mostly cytotoxic; 3.4% of 400,000 active; AID 1347076; further: potency means the concentration at half of the fitted maximal effect; on the % scale 0 is the no-effect control and ±100 the full control effect; nearly all actives have a fitted effect of over 60% in size
#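 KB-V1, DMEM (no phenol red) + 10% FBS; cpd pin-transferred, titration series; 72 h, 37 degrees C; CellTiter-Glo, luminescence. Data normalized, curve-fit.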
# TDP43 rescue = rescues yeast growth from TDP-43 toxicity | 1.8% of 410,000 active | Potency, µM (highest dose often 46.1 µM), for the others: at the highest dose growth rescue (activation), hits mostly activators | TDP-43 expressing yeast growth rescue, BacTiter-Glo, 24 h; further: potency means the concentration at half of the fitted maximal effect; % of control where 0% means no effect; nearly all actives have a fitted effect of over 50% in size
#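 Cell-based yeast growth screen: TDP-43 expression induced in galactose, inoculum OD600=0.02 after raffinose pregrowth to mid-log. Read-out BacTiter-Glo luminescence at 24 hr, 30 deg C; inhibition of toxicity seen as signal increase.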
# GLP1R inv ag = acts as inverse agonist at human GLP-1 receptor; Potency, µM (top dose mostly 38.3 µM), inactives show at the top dose activity change, negative = inhibition, usual class: inhibitors; P43220; HEK293 GLP-1R CRE-luciferase, luminescence, 24 h; GLP-1R form is constitutively active; 1.6% of 410,000 active; further: potency means the concentration at half of the fitted maximal effect; on the % scale 0 is the no-effect control and ±100 the full control effect; nearly all actives have a fitted effect of over 55% in size
# Target sequence (P43220 whole entry, looked up): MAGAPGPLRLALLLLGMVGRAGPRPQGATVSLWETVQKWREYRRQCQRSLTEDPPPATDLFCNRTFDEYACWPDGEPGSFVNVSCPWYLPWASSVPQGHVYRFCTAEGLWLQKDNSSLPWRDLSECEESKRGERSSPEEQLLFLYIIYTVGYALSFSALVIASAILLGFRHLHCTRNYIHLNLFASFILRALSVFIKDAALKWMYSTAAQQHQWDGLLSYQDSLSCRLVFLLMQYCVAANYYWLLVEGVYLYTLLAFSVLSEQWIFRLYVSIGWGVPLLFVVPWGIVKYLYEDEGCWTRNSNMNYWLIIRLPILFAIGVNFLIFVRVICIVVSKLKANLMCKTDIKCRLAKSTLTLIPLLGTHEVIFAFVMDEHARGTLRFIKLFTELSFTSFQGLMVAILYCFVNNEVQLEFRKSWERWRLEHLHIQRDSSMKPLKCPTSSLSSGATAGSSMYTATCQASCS
#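 Seeding at 200 cells/uL, 12 h culture, 24 hr compound treatment, then luciferase reagent and a luminescence read; cells are HEK293 stably expressing a constitutively active GLP-1R plus cAMP-responsive luciferase.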
# GLP1R ag = agonists of human GLP-1 receptor. Potency, µM (highest dose often 45.6 µM), without a hit: top-dose activation, most hits filed as activators. HEK293 GLP-1R CRE-luciferase, luminescence, 4-6 h; cells express a hypersensitive GLP-1R form. 0.007% of 380,000 active. AID 624172; further: potency means the concentration at half of the fitted maximal effect; % of control where 0% means no effect
# * marks the source's active call; other numbers are inactive results; i = inactive; ? = inconclusive; . = no result given; & = joins results of further samples; [ ] = remark or other dose. Unless noted, the call rests on the fitted dose curve; in most records, active means well fitted curve in the direction sought with a large enough effect; inconclusive means small, poorly fitted or top-dose-only effect, or another doubt; inactive means no such curve, though single readings can be large; an effect the other way counts as inactive or inconclusive. A portion of the library. The share of hits here may be higher or lower than overall.
SMILES,D3 ag,PTHR1 ag,GLP1R cytotox,aSyn yeast inh,D3 antag,KB-V1 MDR tox,TDP43 rescue,GLP1R inv ag,GLP1R ag
O=[N+]([O-])c1ccc(OCCn2cnc3ccccc32)cc1,-8,i,20%,3%,-24,?,-4%,14%,14%
COc1ccc(C(=O)Nn2c(SCC(=O)NCc3ccco3)nc3ccccc3c2=O)cc1,-6,-29%,-12%,1%,-9,?,5%,?,-10%
CC(C)N(Cc1ccccc1)C(=O)COc1ccccc1,-10,-36%[inhibitor],1%,10%,0,7%,?,-18%,2%
COc1ccc(C2c3c(n(C)c4ccccc34)C(=O)N2CC(=O)Nc2cc(Cl)ccc2C)cc1 (stereo not given),-24,4%,-1%,.,.,-2%,-8%,8%,.
CCOc1ccccc1-c1nnc(SCC(=O)NC2CC3CCC2C3)n1CC (stereo not given),-10,-4%[57.5 µM],-11%,-15%,0,-24%,-14%,-10%,20%
COc1cc(OC)c(OC)cc1/C=N/NC(=S)NCCN1CCOCC1,-4,i,-2%,-7%,-13,-17%,-22%,28%,11%
CCOC(=O)c1cccc(NC(=O)c2cc3sccc3n2Cc2ccc(Cl)cc2)c1,-19,-84%[inhibitor],2%,.,.,-15%,-7%,?,0%
CC1=NCCN1S(=O)(=O)c1ccc(Br)c(C)c1,0,i,-25%,-2%,18,12%,17%,0%,-6%
CCNCc1cc(OCC)c(OCC(=O)NCCc2ccccc2)cc1Cl,-10,i,-36%,1%,7,-3%,-18%,?,1%
C[C@H](NC(=O)[C@H]1N2C(=O)c3ccccc3C2SC1(C)C)C(=O)N1CCN(C)CC1 (stereo not given in full),-18,?,-9%,1%,10,0%,-8%,14%,-1%
CCC1ON(C(C)C)C2c3nc4ccccc4n3CC12 (stereo not given),-6,-3%,3%,6%,-16,-13%,-5%,0%,-5%
Cc1noc(C)c1NC(=O)Nc1ccc2c(c1)CC(=O)N([C@H](C)CO)C[C@@H](C)[C@H](CN(C)CC1CCCCC1)O2,14,-15%,26%,0%,-23,-17%,5%,13%,-2%
CCOc1ccc(N(CC(=O)NC2CCCCC2)S(=O)(=O)c2ccccc2)cc1,-2,i,11%,8%,11,?,-2%,15%,4%
Nc1nnnn1/N=C\c1ccc(Cl)c([N+](=O)[O-])c1,-3,-5%,8%,6%,2,-8%,-5%,0%,11%
CCc1ccccc1NC(=O)CSc1nc(-c2cccc(Cl)c2)nc2c1Cc1c(CO)cnc(C)c1O2,7,-10%,2%,.,.,2%,17%,3%,.
Cc1cc(C)nc(NS(=O)(=O)c2ccc(NC(=O)c3cc(=O)c4ccc(C)c(C)c4o3)cc2)n1,-10,i,2%,.,.,10%,16%,1%,.
COc1ccc2c(c1)c(=O)c(C(=O)c1ccc(C)cc1)cn2Cc1ccccc1F,2,-67%[inhibitor],-9%,.,.,?,?,?,.
Nc1nc2nccc(-c3ccco3)n2n1,0,i,-3%,2%,13,-19%,3%,32%[activator],8%
O=c1cc(N2CCCCC2)c2ccccc2o1,-10,i,1%,-2%,5,-6%,-17%,5%,12%
CCN(CC)CCN1C(=O)c2oc3ccccc3c(=O)c2C1c1ccc(C)cc1 (stereo not given),-19,i,8%,8%,0,-17%,-13%,?,2%
COc1ccc(-c2nc(N3CCC(C)CC3)[nH]c(=O)c2C#N)cc1,-9,i,-15%,1%,-11,?,-8%,26%,6%
CC(=O)c1ccc2c(c1)OCCOCCOCCOCCO2,8,i,3%,0%,0,4%,11%,5%,0%
Cn1nnnc1SCC(=O)Nc1ccccc1Br,6,i,25%,5%,5,?,-5%,4%,-3%
CN(Cc1ccccc1)CC(O)COc1ccc(CNCCOc2cccnc2)cc1 (stereo not given),61*,i,?,3%,-10,-13%,7%,?,5%
COc1ccc(-c2nc(CN3CCN(c4ncnc5ccccc45)CC3)c(C)o2)c(OC)c1,1,i,-27%,-9%,31,-27%,16%,?,0%
O=C(CSCc1ccc([N+](=O)[O-])cc1)Nc1ccc(S(=O)(=O)N2CCCCCC2)cc1,-3,i,13%,13%,-15,?,?,?,6%
O=S(=O)(c1ccccc1)N1CCN(C(=S)Nc2ccccc2)CC1,-7,0%,-7%,-3%,-22,0%,15%,-27%,2%
Cc1ccc(NC(=O)CN(C)S(=O)(=O)c2ccc3[nH]c4c(c3c2)CCCC4)c(Cl)c1,0,-15%,-9%,.,.,20%,13%,?,.
O=C(O)CCCN(Cc1cccc(Br)c1)S(=O)(=O)c1ccc(Br)cc1,3,-9%,-5%,8%,3,?,2%,-9%,-4%
Cc1cc(=O)oc(C)c1C(=O)N1CCN(C(c2ccccc2)c2ccccc2)CC1,-8,i,-11%,14%,-13,-18%,-15%,?,-8%
Cc1cccc(NC(=S)NC2CC3CCCC(C2)N3Cc2ccccc2)c1C (stereo not given),-8,i,-28%,0%,-100*,-23%,-2%,?,21%
COc1cc(C(=O)Nc2scc(-c3ccc(C)cc3)c2C(=O)O)cc(OC)c1OC,12,-67%[inhibitor],-36%,2%,5,2%,22%,-15%,-5%
O=C(Cn1nc(C(F)F)cc1C(F)F)NNC(=S)Nc1ccc(F)cc1,-11,i,-17%,21%,32,13%,1%,-14%,1%
COCCCNC(=S)Nc1cccc(SC)c1,-8,i,3%,0%,3,0%,14%,-5%,14%
O=c1cc(C(F)(F)F)c2sc(N3CCCCC3)nc2[nH]1,2,-1%[57.5 µM],15%,0%,-57*,-23%,4%,4%,3%
CC(C)CCn1c(Br)nc2c1c(=O)n(CC(N)=O)c(=O)n2C,4,i,-13%,-19%,2,0%,7%,3%,4%
CSc1ccccc1C(=O)N1CCc2ccccc2C1,0,-38%[inhibitor],-6%[0.307 µM],2%,17,?,?,0%[0.307 µM],-5%
CC(C)(C)c1ccc(CNC(=O)c2ccc3c(c2)NC(=O)CO3)cc1,6,-15%,-18%,-6%,4,-25%,-7%,-23%,16%
CCOC(=O)c1cnc(SCC(=O)N2CCN(C(=O)c3ccco3)CC2)nc1N,1,i,8%,8%,24,-21%,0%,9%,-6%
Cc1ccc(C2(O)CN(c3ccccc3C)C3=[N+]2CCS3)cc1 (stereo not given),-5,i,-9%,3%,-2,?,17%,?,-2%
COCc1nnc(NC(=O)c2cc3ccccc3o2)s1,17,-19%,18%,-3%,12,7%,14%,11%,0%
CCC1CCCCN1C(=O)c1cc(-c2ccc(Cl)c(Cl)c2)on1 (stereo not given),-5,-25%,2%,-1%,-14,21µM*,25%,?,8%
COc1ccccc1C1C(C#N)=C(N)N(N(C)C)C2=C1C(=O)CC(C)(C)C2 (stereo not given),-1,11%,-3%,-8%,-11,-4%,-14%,17%,-1%
Cc1cccnc1C(NC(=O)C1CCN(Cc2ccc3ccccc3n2)CC1)c1ccc(Cl)cc1 (stereo not given),-12,i,-20%,12%,-68*,-18%,16%,?,-4%
CCC(C)[C@H](NC(=O)Nc1ccc(C)cc1C)C(=O)O (stereo not given in full),-2,i,-26%,?,14,20%,10%,12%,-9%
Cc1nnc(SCC(=O)NCc2ccccc2F)c2nn(-c3ccc(Cl)cc3)c(C)c12,-9,i,-6%,6%,.,.,4%,-6%,.
CCOC(=O)C1=C(CS(=O)(=O)c2ccc(C)cc2)NC(=O)NC1c1cc(OC)c(OC)c(OC)c1 (stereo not given),0,i,-3%,-9%,-18,-2%,-3%,3%,5%
Cc1cccc(N(C)C(=S)Oc2ccc3ccccc3c2)c1,-10&1,-7%,17%,-10%,-65*,-5%,-1%,?,2%
COc1nc(N(c2ccccc2)c2ccccc2)nc(-n2ccnc2)n1,-1,-5%,5%,?,-1,?,?,?,13%
Fc1ccc2cc(-c3ccsc3)ncc2c1,-2,-76%[inhibitor],-7%,5%,7,4%,12%,11%,5%
O=C(NNc1nc2ccccc2s1)C1CC1,16,17%[57.5 µM],0%,-1%,43,3%,-8%,-2%,-9%
CC(Sc1ccsc1[N+](=O)[O-])C(=O)NCCc1ccc(Cl)cc1 (stereo not given),-9,?,?,12%,-23,?,20%,0%,0%
NC(=S)NN=C1CSSC1,-3,-22%,2%,2.8µM*,-14,?,20µM*,?,1%
O=C(Nc1cc(-c2ccc(Cl)cc2)no1)c1ccc(F)cc1,-15,-22%,-2%,.,.,?,-1%,16%,.
O=C(NCC1CCCO1)C1c2ccccc2C(=O)N1C1CCCCCCC1 (stereo not given),-6,-22%,0%,1%,-17,7.3µM*,-19%,0%,-3%
COc1nc(N(C)C)nc(N(C)c2cc(Cl)cc(Cl)c2)n1,0,i,4%,0%,16,-9%,22%,-24%,0%
COc1ccc(CNC(=O)CN(C)S(=O)(=O)c2ccc3[nH]c4c(c3c2)CCCC4)cc1,-1,-8%,-1%,.,.,-20%,6%,?,.
C=CCn1c(O)c(N=Nc2ccccc2C)c2ccccc21,4,-5%,-11%,11%,7,?,-11%,4%,3%

# Another view of part of the listing above:
# Values run as follows: D3 ag, PTHR1 ag, GLP1R cytotox, aSyn yeast inh, D3 antag, KB-V1 MDR tox, TDP43 rescue, GLP1R inv ag, GLP1R ag
CSc1ccccc1C(=O)N1CCc2ccccc2C1
    0, -38%[inhibitor], -6%[0.307 µM], 2%, 17, ?, ?, 0%[0.307 µM], -5%
Fc1ccc2cc(-c3ccsc3)ncc2c1
    -2, -76%[inhibitor], -7%, 5%, 7, 4%, 12%, 11%, 5%

# A few values from above:
# Under TDP43 rescue, CC(Sc1ccsc1[N+](=O)[O-])C(=O)NCCc1ccc(Cl)cc1 (stereo not given) is entered as 20%
# Under aSyn yeast inh, CCOC(=O)C1=C(CS(=O)(=O)c2ccc(C)cc2)NC(=O)NC1c1cc(OC)c(OC)c(OC)c1 (stereo not given) is entered as -9%
# Under D3 antag, Fc1ccc2cc(-c3ccsc3)ncc2c1 is entered as 7
